Screens deposited in PubChem by National Center for Advancing Translational Sciences (NCATS).
GAA inh – inhibitors of human lysosomal alpha-glucosidase; P10253; actives 0.005% (n = 200,000); Potency, µM (doses to about 76.9 µM), without a hit: at the top dose activity change, negative = inhibition, usual class: inhibitors; purified human GAA, 4-MU-alpha-glucoside fluorescence;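 further: plate controls were uninhibited enzyme wells for no effect and no-enzyme background for full effect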
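Endpoint fluorogenic read: 20 min room-temperature reaction of 4 nM human alpha-glucosidase with 400 uM 4-methylumbelliferyl-alpha-D-pyranoside, pH 5.0, quenched with 1M NaOH/1M glycine pH 10. AC50 from Hill modeling.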
L3MBTL1 inh – inhibitors of human L3MBTL1; actives 0.66% (n = 230,000); Q9Y468; AlphaScreen L3MBTL1–H3K9me1 peptide binding; Potency, µM (titrated, usually from 57.1 µM), without a hit: at the top dose activity, negative = inhibition, hits mostly inhibitors; further: nearly all actives have a fitted effect of over 60% in size
Target sequence (Q9Y468 whole entry, looked up): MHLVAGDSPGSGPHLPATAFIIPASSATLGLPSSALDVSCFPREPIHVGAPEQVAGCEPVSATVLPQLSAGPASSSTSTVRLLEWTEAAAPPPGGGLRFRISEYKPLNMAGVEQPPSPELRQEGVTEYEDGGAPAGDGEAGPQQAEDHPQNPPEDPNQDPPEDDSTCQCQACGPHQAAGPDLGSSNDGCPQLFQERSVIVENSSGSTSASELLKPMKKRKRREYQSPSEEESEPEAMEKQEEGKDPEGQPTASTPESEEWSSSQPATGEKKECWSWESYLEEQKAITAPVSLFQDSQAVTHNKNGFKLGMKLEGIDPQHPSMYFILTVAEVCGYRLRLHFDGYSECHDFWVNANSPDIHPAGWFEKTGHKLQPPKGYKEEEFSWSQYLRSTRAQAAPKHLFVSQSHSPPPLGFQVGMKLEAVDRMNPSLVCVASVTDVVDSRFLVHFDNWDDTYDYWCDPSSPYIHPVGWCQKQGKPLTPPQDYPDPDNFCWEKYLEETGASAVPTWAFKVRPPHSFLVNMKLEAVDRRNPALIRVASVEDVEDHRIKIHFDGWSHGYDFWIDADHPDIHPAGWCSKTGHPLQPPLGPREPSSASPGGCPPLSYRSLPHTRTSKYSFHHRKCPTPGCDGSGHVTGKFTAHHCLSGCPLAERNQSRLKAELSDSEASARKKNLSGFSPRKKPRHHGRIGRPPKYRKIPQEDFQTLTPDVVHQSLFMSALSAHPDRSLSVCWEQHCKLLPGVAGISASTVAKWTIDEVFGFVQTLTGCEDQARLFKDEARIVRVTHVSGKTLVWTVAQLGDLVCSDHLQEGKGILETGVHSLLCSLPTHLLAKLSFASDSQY
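Displacement of a biotinylated histone H3(1-15) peptide monomethylated at Lys9 (75 nM) from L3MBTL1 (50 nM) was measured by AlphaScreen after a 30 min room-temperature compound incubation; cefsulodin titration served as intraplate control.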
RGS12 GoLoco inh – blocks human Gai1 binding to RGS12 GoLoco peptide, red readout | Gai1:RGS12 GoLoco peptide FP, rhodamine, 10 min | Potency, µM (doses to about 61.6 µM), inactives show at the highest dose activity, negative = inhibition, most hits filed as inhibitors | actives 0.44% (n = 230,000); active means well fitted inhibition curve with a large enough effect, not every such curve was filed as active; inactive means no such curve, though single readings can be large or run the other way; further: nearly all actives have a fitted effect of over 30% in size; many of its hits are not listed in these tables
RECQ1 helicase – RECQ1 (human) helicase inhibition; AID 2549; Potency, µM (highest dose often 57.3 µM), for the others: at the highest dose activity, negative = inhibition, usual class: inhibitors; actives 0.54% (n = 240,000); RECQ1 DNA unwinding, red fluorescence kinetic read; P46063;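 further: plate controls were vehicle for no effect and no enzyme for full effect; nearly all actives have a fitted effect of over 30% in size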
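50 nM RECQ1T1 preincubated 15 min with compound in Tris pH 8.0 buffer with MgCl2, DTT, Tween-20 and 2.5 ug/ml poly(dI-dC); started with 200 nM TAMRA/BHQ-2 forked duplex and 2 mM ATP. Unwinding read as fluorescence (525/598 nm), two reads 2 h apart.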
aGlu spleen mod – lysosomal alpha-glucosidase (human) modulation | P10253 | human spleen homogenate, 4-MU-alpha-glucoside fluorescence | Potency, µM (top dose mostly 79.9 µM), for inactives: top-dose activity change, negative = inhibition, actives largely listed as inhibitors | actives 0.006% (n = 240,000);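 further: 0% = enzyme with vehicle and -100% = no enzyme basal signal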
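Human spleen homogenate (1 ug) with 4-methylumbelliferyl-alpha-D-glucopyranoside (1 mM final) in 50 mM citrate/phosphate pH 5.0, 0.01% Tween-20; 40 min at 37 C. Stopped at pH 10; 4-MU fluorescence Ex 365/Em 440 nm; AC50 by Hill fit.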
TR SRC2 fluor cs – alters Texas Red total fluorescence, flagging assay interference. TRb/SRC2 Texas Red total fluorescence interference. Potency, µM (top dose mostly 106 µM), inactives show at the top dose fluorescence change, negative = quenching. actives 0.29% (n = 280,000). AID 1479; active means well fitted curve in either direction with a large enough effect; inconclusive means small, poorly fitted or top-dose-only effect
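Human TRb ligand-binding domain at 0.6 uM with 20 nM Texas Red SRC2 peptide in Tris buffer containing 1 uM T3 and 5% DMSO, incubated with compound 5 h at ambient temperature. Total fluorescence (555/632 nm) calculated as parallel + 2 × perpendicular.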
TRb SRC2 PPI – TRbeta-SRC2 interaction inhibition. P10828. TRbeta-SRC2 peptide binding, fluorescence polarization; receptor liganded with 1 µM T3. Potency, µM (top dose mostly 106 µM), for the others: at the top dose activity change, negative = inhibition, hits mostly inhibitors. actives 0.065% (n = 280,000);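 further: plate controls were bound peptide for no effect and peptide without receptor for full effect; nearly all actives have a fitted effect of over 50% in size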
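Compounds were added to 0.6 uM TRb ligand-binding domain and 20 nM Texas Red-labeled SRC2 peptide in Tris buffer containing 1 uM T3, incubated 5 hr at ambient temperature, then read by fluorescence polarization.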
GAA glycogen mod – GAA glycogen-cleavage inhibition or activation; P10253; recombinant GAA, glycogen substrate, Amplex Red glucose oxidase fluorescence; Potency, µM (series often up to 76.4 µM), inactives show top-dose activity change, negative = inhibition, usual class: inhibitors; actives 0.38% (n = 300,000);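 further: 0% = full enzyme reaction and -100% = no-enzyme basal signal; the screen sought inhibitors and activators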
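Recombinant human enzyme (4 nM); glycogen substrate; 37 C, 40 min, pH 5.0. Readout: coupled glucose oxidase/Amplex Red fluorescence.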
Active calls of the source: *; i = inactive; ? = inconclusive; . = not tested or not shown; & = joins results of further samples; [ ] = another dose, or the depositor's remark. Unless noted, the call rests on the fitted dose curve; in most records, active means well fitted curve in the direction sought with a large enough effect; inconclusive means small, poorly fitted or top-dose-only effect, or another doubt; inactive means no such curve, though single readings can be large; an effect the other way counts as inactive or inconclusive. Unless noted, on the % scale 0 is the no-effect control and ±100 the full control effect; potency means the concentration at half of the fitted maximal effect. Only part of the results is shown; count on the stated rates, not on these rows.

SMILES	GAA inh	L3MBTL1 inh	RGS12 GoLoco inh	RECQ1 helicase	aGlu spleen mod	TR SRC2 fluor cs	TRb SRC2 PPI	GAA glycogen mod
CN(C(=O)CSc1nnnn1-c1ccccc1)C1CCS(=O)(=O)C1 (stereo not drawn)	-1.5%	1.5%	5.9%	-16.3%	1.2%	-3.8%	-1.3%	-4.3%
Cc1cccc(C(=O)Nc2cccc(OC(=O)c3cccc(C)c3)c2)c1	?	8.9%	-0.3%	-16.9%	-1.3%	0.7%	11.3%	0.0%
O=C(c1ccccc1)c1cccn1CC(=O)N1CCCCCC1	2.2%	4.2%	-0.3%	-0.9%	-9.1%	-0.9%	0.5%	-2.6%
C=CCn1c(COc2ccc(Cl)cc2)nnc1SCC(=O)N/N=C/c1ccccc1	-9.1%	1.9%	6.3%	-4.8%	-1.6%	2.1%	3.3%	-1.7%
CC(C)C(=O)Nc1ccccc1C(=O)N/N=C/c1ccc([N+](=O)[O-])cc1	-6.2%	5.2%	6.9%	-13.7%	-16.8%	-0.3%	-0.5%	5.0%
CC1(C)CC(=O)C2=C(C1)Oc1ncn(CCO)c(=N)c1C2c1ccccc1 (stereo not drawn)	-9.8%	9.0%	4.2%	1.3%	0.6%	1.9%	6.6%	-2.5%
COc1ccc(CN(C(=O)CSc2nnc(-c3ccccc3F)o2)c2ccc(F)cc2)cc1	-14.4%	-8.7%	7.8%	-15.7%	1.3%	-4.5%	6.7%	6.4%
Cc1ccc(-c2nnc(CCC(=O)NCC3C4CC5CC(C4)CC3C5)o2)s1 (stereo not drawn)	-1.2%	11.4%	6.7%	i	10.4%	1.0%	8.5%	-2.7%
Cc1csc(SCC(=O)NC(=O)NC2CCCC2)n1	-7.4%	4.0%	-8.2%	-6.5%	-9.8%	-0.8%	-1.9%	-0.9%
CC1=C(C(=O)NCCc2ccc(C)cc2)C2(CCC(C)CC2)OC1=O (stereo not drawn)	2.1%	4.5%	4.3%	i	-13.7%	0.3%	1.0%	-1.7%
Cc1cc(C[n+]2cc(Br)ccc2N)c2ncccc2c1	.	.	-1.2%	15.7%	-2.0%	-1.6%	3.2%	3.3%
COCCCNC(=O)CCN1C(=O)COc2ccccc21	3.9%	3.1%	5.1%	-3.8%	-5.9%	0.4%	7.4%	14.2%
CCOCCCNC(=O)c1c[nH]c2ccc(OCC)cc2c1=O	.	.	7.7%	-12.5%	-2.8%	0.5%	7.2%	3.0%
N=c1sccn1CC(=O)NC(=O)NC1CCCC1	3.1%	10.0%	-12.2%	-4.9%	-1.4%	0.7%	-6.2%	1.9%
CCSc1nc(N)c2c(C)c(C)sc2n1	-1.4%	3.8%	1.6%	-3.1%	1.7%	4.2%	-6.8%	-6.3%
CCOc1cc2c(cc1OCC)C(c1ccccc1)N(c1ccccc1)C(=O)C2 (stereo not drawn)	-1.4%	5.3%	2.5%	i	-17.7%	-1.3%[53 µM]	0.9%[53 µM]	1.5%
Cc1cc(O)c(-c2cc(C(=O)Nc3cccnc3)[nH]n2)cc1C	-4.3%	-7.6%	12.4%	-6.1%	-13.1%	-2.9%	-0.3%	0.0%
Cc1nnc(C)n1/N=C/c1ccc(O)cc1	-5.1%	5.0%	8.7%	-3.1%	-14.0%	2.5%	1.3%	7.7%
O=C(CSCc1ccc(Cl)cc1)Nc1ccccc1C(=O)N1CCOCC1	-3.8%	4.7%	.	-6.0%	-3.6%	-4.1%	-1.9%	1.5%
CC(=O)NCC(=O)NC(C(=O)Nc1ccc2c(c1)OCCO2)c1ccc(C)cc1 (stereo not drawn)	1.3%	.	9.9%	i	-3.4%	-0.5%	-6.7%	-0.2%
COc1ccc(-n2c(CCc3ccccc3)nnc2SCC(=O)c2ccccc2)cc1	-0.5%	-3.8%	9.2%	i	-5.0%	-2.0%	-0.3%	2.5%
COc1ccc(-c2nc3c(n2O)CCC/C3=N\O)cc1	-7.2%	-2.3%	4.1%	9.2%	-1.0%	-2.2%	7.2%	-0.9%
OC(CNCc1ccco1)Cn1c2ccccc2c2ccccc21 (stereo not drawn)	-3.2%	-1.3%	1.1%	i	1.6%	-3.2%	-1.3%	0.0%
O=C1NC(c2cccnc2)C(C(=O)c2cccs2)C(O)(C(F)(F)F)N1 (stereo not drawn)	-4.3%	5.1%	15.4%	-4.8%	11.5%	-1.6%	-15.0%	5.6%
Cc1nnc(SCC(=O)c2c(N)n(C)c(=O)n(C)c2=O)n1Cc1ccccc1	-7.1%	3.5%	6.1%	-7.8%	3.4%	1.2%	-0.4%	-8.7%

New compounds follow
SMILES	GAA inh	L3MBTL1 inh	RGS12 GoLoco inh	RECQ1 helicase	aGlu spleen mod	TR SRC2 fluor cs	TRb SRC2 PPI	GAA glycogen mod
Cc1ccc2[nH]c(=O)c(CNC(C)C)cc2c1	-9.5%	7.5%	-5.9%	-15.2%	1.9%	1.1%	-8.4%	23.6%
CO/N=C/c1ccc(Oc2ccc(C)cc2)c([N+](=O)[O-])c1	0.4%	27.1%	-8.9%	-10.5%	2.3%	-1.2%	-8.1%	-1.9%
CC(C)(C)NC(=S)NCc1cccnc1	4.9%	10.7%	4.0%	i	-10.5%	3.2%	2.0%	4.6%
Cc1cccc2cc(C#N)c(SCc3nnc(-c4ccccc4[N+](=O)[O-])o3)nc12	-2.8%	3.3%	6.9%	4.1%	-5.1%	0.3%	1.1%	1.5%
Cc1cc(C)nc(Nc2n[nH]c(-c3ccccc3N)n2)n1	.	7.2%	-2.3%	-6.7%	2.5%	-2.6%	-0.5%	-7.3%
NC(=O)c1ccc(Oc2ncc(C(F)(F)F)cc2Cl)cc1	-25.8%	-2.3%	-4.9%	-2.4%	-0.2%	-5.1%	0.2%	0.1%
O=C(CSC(=S)N1CCN(c2ccccc2)CC1)Nc1nc(-c2ccccc2)c(-c2ccccc2)o1	7.4%	-5.0%	-0.5%	-0.6%	-4.8%	-1.7%[53 µM]	-3.8%[53 µM]	-2.4%
COCc1cc(=O)[nH]c(-c2csc(C)n2)n1	-3.7%	19.3%	8.6%	5.8%	-3.1%	-3.6%	-4.0%	7.2%
CC(=O)Oc1ccc(C(=O)NCCc2ccccc2)cc1	-8.5%	-3.4%	2.4%	-0.7%	-1.0%	-0.5%	-5.2%	5.8%
CN(C(=S)Oc1ccc(C(=O)Nc2ccccc2)cc1)c1ccccc1	-4.2%	3.3%	3.8%	-4.5%	-5.1%	-1.8%	1.8%	12.4%
COc1cc(C(=O)NC(=S)Nc2ccc3oc(=O)ccc3c2)cc(OC)c1OC	3.6%	0.3%	0.6%	i	-5.0%	-0.5%	-12.0%	0.5%
Cc1ccnc(NC(=O)C2CCCN(S(=O)(=O)c3cnc[nH]3)C2)c1 (stereo not drawn)	1.8%	4.7%	5.6%	1.4%	-2.8%	-0.2%	-2.3%	5.3%
CC(NC(=O)COC(=O)CCc1ccc(S(=O)(=O)N2CCOCC2)cc1)C1CC2CCC1C2 (stereo not drawn)	-2.1%	8.6%	-8.9%	-1.1%	2.2%	0.5%	15.4%	-4.9%
Cc1cc(Nc2ccc(F)cc2Cl)n2nc(C)nc2n1	2.1%	.	-14.9%	-6.6%	-4.8%	-2.1%	-10.1%	-15.2%
Cc1cc(C)n(-c2ccc(C(=O)OCC(=O)Nc3ccc(S(=O)(=O)N4CCOCC4)cc3)cc2)n1	-12.4%	2.0%	-0.8%	i	-9.8%	1.3%	-5.2%	-4.9%
CN(C(N)=S)c1ccccc1	-2.9%	3.3%	5.2%	-12.9%	-14.2%	3.9%	4.7%	-6.5%
C=C1CCN(CC(=O)OC)S(=O)(=O)c2ccccc21	.	.	-32.4%	-6.6%&-7.9%	-4.1%&3.7%	-2.0%&3.7%	-3.6%&12.9%	2.0%
O=c1c2ccccc2c(-c2ccccc2)nn1-c1cc(Cl)cc(Cl)c1	.	5.5%	4.1%	0.8%	-4.1%	0.3%	0.8%	-3.2%
CCOC(=O)C(NC(=O)CC(C)C)(Nc1sc(C)c(CC)c1C#N)C(F)(F)F (stereo not drawn)	-0.6%	-0.3%	5.6%	1.8%	0.2%	4.0%	4.3%	7.1%
COC(=O)c1sccc1NC(=O)c1ccc2c(c1)OCO2	-3.7%	.	-4.5%	0.8%	4.4%	2.9%	7.4%	-0.1%

A draw from above in order of molar mass, ascending.
SMILES	GAA inh	L3MBTL1 inh	RGS12 GoLoco inh	RECQ1 helicase	aGlu spleen mod	TR SRC2 fluor cs	TRb SRC2 PPI	GAA glycogen mod
CC(C)(C)NC(=S)NCc1cccnc1	4.9%	10.7%	4.0%	i	-10.5%	3.2%	2.0%	4.6%
Cc1ccc2[nH]c(=O)c(CNC(C)C)cc2c1	-9.5%	7.5%	-5.9%	-15.2%	1.9%	1.1%	-8.4%	23.6%
COCc1cc(=O)[nH]c(-c2csc(C)n2)n1	-3.7%	19.3%	8.6%	5.8%	-3.1%	-3.6%	-4.0%	7.2%
C=C1CCN(CC(=O)OC)S(=O)(=O)c2ccccc21	.	.	-32.4%	-6.6%&-7.9%	-4.1%&3.7%	-2.0%&3.7%	-3.6%&12.9%	2.0%
Cc1cc(Nc2ccc(F)cc2Cl)n2nc(C)nc2n1	2.1%	.	-14.9%	-6.6%	-4.8%	-2.1%	-10.1%	-15.2%
Cc1ccnc(NC(=O)C2CCCN(S(=O)(=O)c3cnc[nH]3)C2)c1 (stereo not drawn)	1.8%	4.7%	5.6%	1.4%	-2.8%	-0.2%	-2.3%	5.3%
Cc1cc(C)n(-c2ccc(C(=O)OCC(=O)Nc3ccc(S(=O)(=O)N4CCOCC4)cc3)cc2)n1	-12.4%	2.0%	-0.8%	i	-9.8%	1.3%	-5.2%	-4.9%
